PolyA inhibitor = polyadenylation inhibitors in yeast reporter cells, primary screen, luminescence, S. cerevisiae; S. cerevisiae SKY197-pL101 polyadenylation reporter, beta-gal luminescence; efflux-impaired pdr1/pdr3 knockout yeast; score 100 = 6 SD above DMSO; calls only at 12 µM; hit rate 0.02% among 300,000;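 active = lowest replicate activity score at least 50, where 100 means six control SD above control mean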;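 also: yeast exposed to compound for 9 h at 30 °C; higher score means more reporter readthrough which indicates perturbed polyadenylation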
KCNQ1 block = inhibitors of human KCNQ1 channel, primary screen, cell-based, thallium flux, high-throughput; hit rate 1.3% among 310,000; Potassium voltage-gated channel subfamily KQT member 1 (Homo sapiens), P51787; CHO-K1 KCNQ1, FluxOR thallium flux fluorescence; active compounds read high; B-score at 10 µM;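 active = compounds whose thallium flux B-score, printed positive for inhibition, exceeds three library SD while starting fluorescence stays within three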;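 also: channel opened by potassium depolarization with thallium stimulus after 20 min compound exposure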
KCNQ1 act = potentiators or activators of KCNQ1 channel, primary screen, cell-based, thallium flux, high-throughput; Potassium voltage-gated channel subfamily KQT member 1 (Homo sapiens), P51787; CHO-K1 KCNQ1, thallium flux FluxOR fluorescence; active compounds read high; B-score at 10 µM; hit rate 0.35% among 310,000;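 active = fluorescence ratio B-score, a plate-corrected score, at least three library SD, with initial intensity B-score within 5 SD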
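Test system: CHO-K1 cells stably expressing KCNQ1 / Medium: assay buffer / Also added: depolarizing K+/Tl+ stimulus, K2SO4 and Tl2SO4 each 12.5 mM in 5x stock / Incubation: 90 min dye loading and 20 min compound exposure, both at room temperature / Signal: thallium influx via FluxOR fluorescence, kinetic imaging / Evaluation: B score of baseline-normalized fluorescence ratio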
Dyrk1A ADPGlo = rat Dyrk1A kinase inhibitors, primary screen, biochemical, single point, plate reader | inhibition, % at 12.5 µM | AID 504441, 2011 | ADP-Glo luminescence, NFATc1 peptide | hit rate 0.43% among 310,000; in the data active = inhibition above about 50%;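 also: plate controls were vehicle with enzyme for no effect and no enzyme for full effect; many of its hits are not listed in these tables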
RGS4 act = RGS4 potentiators or activators, primary screen, cell-based, HEK293 M3R inducible RGS4, calcium flux; carbachol calcium flux Fluo4; active compounds read low; B-score at 10 µM; hit rate 0.92% among 310,000; AID 463111, 2010;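 active = B-score of the integrated calcium signal more than 4 SD below the library mean, with starting fluorescence not abnormally high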;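 also: negative B-score means reduced calcium response which marks RGS4 activation or potentiation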
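Detection: kinetic calcium fluorescence imaging with Fluo4-AM dye, 2 µM / Material: HEK293 cells with stable M3R and inducible RGS4 / Schedule: recording 10 s baseline at 1 Hz, 100 s post-agonist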
KCNK3 inh = human KCNK3 channel inhibitors, primary screen, CHO cells, FluxOR thallium flux, B-score. FluxOR fluorescence; active compounds read low. B-score at 10 µM. hit rate 0.84% among 340,000;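 active = B-score under library mean minus 4 SD, starting fluorescence ratio at most library mean plus 5 SD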;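 also: more negative B-score means stronger inhibition of thallium flux through KCNK3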
Target sequence (O14649 whole entry, looked up): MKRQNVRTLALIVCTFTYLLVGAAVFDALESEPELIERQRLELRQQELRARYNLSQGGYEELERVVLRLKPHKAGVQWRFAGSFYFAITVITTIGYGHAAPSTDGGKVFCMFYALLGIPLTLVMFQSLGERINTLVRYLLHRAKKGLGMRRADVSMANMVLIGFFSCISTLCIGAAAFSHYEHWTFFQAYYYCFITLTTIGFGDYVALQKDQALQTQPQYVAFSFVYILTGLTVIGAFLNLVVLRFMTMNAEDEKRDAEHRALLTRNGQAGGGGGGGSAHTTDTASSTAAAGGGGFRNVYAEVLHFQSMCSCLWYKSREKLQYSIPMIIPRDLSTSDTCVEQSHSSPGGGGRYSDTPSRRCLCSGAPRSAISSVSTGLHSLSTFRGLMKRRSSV
hERG protect = hERG rescue from dofetilide block, primary screen, cell-based, CHO-hERG, FluxOR thallium flux, dofetilide IC70; Voltage-gated inwardly rectifying potassium channel KCNH2 (Homo sapiens), Q12809; dofetilide IC70 present; activation (rescue from dofetilide block), less the hit threshold, % at 10 µM; hit rate 0.51% among 310,000; AID 1511, 2009;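 active = activation above the mean of controls blocked by dofetilide plus 5 SD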;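 also: thallium influx through hERG after potassium depolarization seen as dye fluorescence rise; in these data hits start at about 4.7%; inactives centre near -7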
KCNK9 inh = KCNK9 potassium channel inhibitors, primary screen, HEK293 cells, thallium flux. B-score at 10 µM. AID 488922, 2010. hit rate 1.2% among 310,000. Potassium channel subfamily K member 9 (Homo sapiens), Q9NPC2. FluxOR thallium flux fluorescence; active compounds read low;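 active = ratio B-score over 3 SD below the library mean, with starting fluorescence within 5 SD of its mean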;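 also: negative B-score means less thallium flux so channel inhibition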
RGS4 inh = RGS4 inhibitors, primary screen, cell-based, HEK293 M3R inducible RGS4, calcium flux; Regulator of G-protein signaling 4 (Homo sapiens), P49798; Fluo-4 calcium flux; active compounds read high; triggered by carbachol at its EC20; B-score at 10 µM; hit rate 0.45% among 310,000;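 active = B-score, a plate-corrected calcium signal, over three deviations above library mean, with baseline fluorescence within five deviations of library mean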;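 also: RGS4 expression induced by doxycycline in cells with stable M3 receptor; B-score is computed from the integrated fluorescence ratio over baseline after carbachol; higher B-score means a larger calcium signal and so more RGS4 inhibition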
Target sequence (P49798 whole entry, looked up): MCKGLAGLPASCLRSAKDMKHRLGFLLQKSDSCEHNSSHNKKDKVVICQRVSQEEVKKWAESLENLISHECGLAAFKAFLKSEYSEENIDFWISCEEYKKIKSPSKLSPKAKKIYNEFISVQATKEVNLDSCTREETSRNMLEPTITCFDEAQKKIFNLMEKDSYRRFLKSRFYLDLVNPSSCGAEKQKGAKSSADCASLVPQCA
GSK3A inh = blockers of GSK3A enzyme activity – biochemical, luminescence, cell-free homogeneous, HTS, primary screen; hit rate 0.1% among 320,000; Glycogen synthase kinase-3 alpha (Homo sapiens), P49840; inhibition, % at 10 µM; GSK-3 alpha kinase, ADP-Glo luminescence, 60 min; AID 2650, 2010;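 in the data active = inhibition above about 50%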;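 also: GST-tagged GSK-3 alpha with peptide substrate and 25 µM ATP; 0% = DMSO neutral wells and 100% = GW8510 positive control wells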
GSK3B inh = human GSK3beta kinase inhibitors, primary screen, biochemical, cell-free homogeneous, HTS; activity score (negative = inhibition), % at 10 µM; Glycogen synthase kinase-3 beta (Homo sapiens), P49841; hit rate 0.038% among 300,000; GST-GSK3beta kinase, ADP-Glo luminescence, 60 min; active compounds read low;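 active = more than half of replicate wells score below -50%, meaning over 50% inhibition versus plate controls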;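 also: 0% = median DMSO wells and -100% = median GW8510 positive control wells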
Target sequence (P49841 whole entry, looked up): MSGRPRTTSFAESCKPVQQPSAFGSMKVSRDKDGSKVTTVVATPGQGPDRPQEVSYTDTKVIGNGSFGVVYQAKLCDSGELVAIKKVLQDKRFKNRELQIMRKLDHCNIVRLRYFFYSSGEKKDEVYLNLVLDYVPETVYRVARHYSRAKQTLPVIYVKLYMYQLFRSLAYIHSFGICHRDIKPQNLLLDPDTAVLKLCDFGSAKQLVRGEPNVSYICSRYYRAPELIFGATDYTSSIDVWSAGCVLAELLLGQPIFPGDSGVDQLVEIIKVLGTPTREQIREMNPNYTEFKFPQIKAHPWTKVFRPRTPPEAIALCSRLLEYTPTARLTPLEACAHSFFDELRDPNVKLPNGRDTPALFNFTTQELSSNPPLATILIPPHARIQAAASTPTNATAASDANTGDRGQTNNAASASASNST
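Test system: GST-tagged human GSK3beta kinase, cell-free; evaluation: activity score scaled between in-plate DMSO and GW8510 controls; measured by: ADP-Glo luminescence; incubation: 60 min reaction, RT; benchmarks: DMSO and 20 µM GW8510; reagent: peptide substrate plus 25 µM ATP (final); medium: Tris/MgCl2 kinase buffer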
* hit, by the source's call; i = inactive; · = no result given.

Order of results: PolyA inhibitor | KCNQ1 block | KCNQ1 act | Dyrk1A ADPGlo | RGS4 act | KCNK3 inh | hERG protect | KCNK9 inh | RGS4 inh | GSK3A inh | GSK3B inh
#1 O=C(C1CCCO1)N1CCN(C(=S)Nc2ccc(Cl)cc2Cl)CC1 (configuration not stated)
→ i | i | i | -6.0 | i | i | -4.5 | i | i | · | -2.3
#2 CCOC(=O)N1CCC(NC(=O)c2ccc3c(c2)N(Cc2ccc(F)cc2)CCS3)CC1
→ i | i | i | 9.4 | i | i | -7.1 | i | i | · | 2.4
#3 CC(=O)Nc1ccc(NC(=O)Nc2cc(C)cc(C)c2)cc1
→ i | i | i | 2.1 | i | i | -4.5 | i | i | -0.5 | 1.4
#4 CC(=O)c1ccc(OC(=O)N(c2ccccc2)c2ccccc2)cc1
→ i | i | i | -0.5 | i | i | -8.5 | i | i | 0.8 | -2.1
#5 Cc1sc2ncnc(NCC3(N4CCOCC4)CCCCC3)c2c1C
→ i | i | i | 6.8 | i | i | -2.9 | i | i | · | -4.1
#6 CCCc1nnc(NC(=O)CCC(=O)Nc2ccc(F)cc2)s1
→ i | i | i | -3.2 | i | i | -6.7 | i | i | -4.2 | 0.5
#7 CCn1c(SCC(=O)N2CCCc3ccccc32)nc2cccnc21
→ i | i | i | 1.1 | i | i | -13.6 | i | i | 0.4 | 1.1
#8 COc1ccccc1NC(=O)Cn1c(CCC(=O)O)ccc1-c1ccccc1
→ i | i | i | 1.0 | i | i | -11.2 | i | i | 3.4 | 2.5
#9 CCOc1ccccc1N1CCN(C(=O)Cc2ccc(S(=O)(=O)N3CCOCC3)s2)CC1
→ i | i | i | 18.5 | i | i | -12.0 | i | i | -2.0 | 3.4
#10 O=C1c2[nH]nc(-c3ccccc3O)c2C(c2ccc(F)cc2)N1Cc1ccco1 (configuration not stated)
→ i | 6* | i | 6.5 | i | i | -21.0 | i | 9.04* | -2.9 | 0.8
#11 CCN1CCN(Cc2nc3cc(NC(=O)COc4ccc([N+](=O)[O-])cc4)ccc3n2C)CC1
→ i | i | i | -1.8 | i | i | -7.9 | i | i | · | -3.4
#12 CCCN(c1ccccc1F)S(=O)(=O)c1c[nH]c(C(=O)OC)c1
→ i | i | i | -6.9 | i | i | -5.5 | i | i | -6.5 | 2.5
#13 COCCSc1nnc(-c2cnccn2)o1
→ i | i | i | 0.4 | i | i | -3.9 | i | i | 0.2 | 0.8
#14 CC1CCN(S(=O)(=O)c2ccc3c(c2)CCN3C(=O)C2CCC2)CC1
→ i | i | i | 4.0 | i | i | -10.0 | i | i | -0.5 | 3.3
#15 COc1ccccc1/C=C/C=N/NC(=O)c1cc(-c2ccco2)[nH]n1
→ i | i | i | -0.5 | i | i | -20.9 | i | i | 7.7 | -2.1
#16 CCOc1ccccc1N(CC(=O)N1CCC(C)CC1)S(=O)(=O)c1ccc(C)cc1
→ i | i | i | -0.3 | i | i | -10.3 | i | i | 0.4 | -0.8
#17 C=C(C)CNC(=O)c1ccc(OC2CCN(C(=O)COC)CC2)cc1
→ i | i | i | · | i | i | -1.6 | i | i | -0.8 | -2.4
#18 COc1ccc(NC(=O)NNC(=O)COc2ccc([N+](=O)[O-])c(C)c2)cc1OC
→ i | i | i | 1.0 | i | i | -7.4 | i | i | -3.5 | -2.2
#19 Cc1c(CCC(=O)NCCCCCC(=O)O)c(=O)oc2c(C)c3oc4c(c3cc12)CCCC4
→ i | i | i | 4.2 | i | i | -4.8 | i | i | 4.9 | -0.4
#20 COC(=O)c1ccc(CSc2nnc(NC(=O)C3CC(=O)N(Cc4ccc(C)cc4)C3)s2)cc1 (configuration not stated)
→ i | i | i | -1.0 | i | i | -4.2 | i | i | -1.9 | 0.7
#21 COc1ccc(C(CC(=O)O)NC(=O)OC(C)(C)C)cc1 (configuration not stated)
→ i | i | i | 7.4 | i | i | -8.8 | i | i | -1.3 | 0.8
#22 Cn1c(-c2ccc(F)cc2)cnc1SCC(=O)Nc1ccccc1
→ i | i | i | · | i | i | -7.3 | i | i | -1.1 | 2.9
#23 Cc1[nH]n(-c2ccccc2)c(=O)c1N=Nc1ccccc1O
→ i | i | i | 1.0 | i | i | -3.4 | i | i | · | -0.2
#24 COc1cccc(/C=N/NC(=O)CC2C(=O)NN=C2C)c1OC (configuration not stated)
→ i | i | i | -2.9 | i | i | -1.8 | i | i | -3.0 | -1.7
#25 Cc1ccc(C(=O)Nc2sc3c(c2C(=O)O)CCCC3)o1
→ i | i | i | -2.2 | i | i | -6.5 | i | i | -1.7 | 5.5
#26 Cc1ccc(NC(=O)c2cc(C)nn2-c2ccccc2)cc1
→ i | i | i | 0.9 | i | i | -2.0 | i | i | -1.3 | -1.2
#27 Cc1cc(C)[n+](Cc2ccccc2)cc1C(N)=O
→ i | i | i | 0.2 | i | i | -12.1 | i | i | 1.8 | -0.8
#28 CN(C)c1cc(-c2ccc(F)cc2)oc(=O)c1Cl
→ i | i | i | 6.0 | i | i | -5.4 | i | i | 14.7 | -12.3
#29 CCOc1cc(C2C3=C(CCCC3=O)Nc3nc(C(=O)OC)nn32)ccc1OC (configuration not stated)
→ i | i | i | -10.5 | i | i | -9.0 | i | i | · | -3.4
#30 Cc1nn(C2CCS(=O)(=O)C2)c(Cl)c1/C=C/C(=O)OCC(=O)c1c[nH]c2ccccc12 (configuration not stated)
→ i | i | i | -0.8 | i | i | -3.2 | i | i | 1.9 | 2.8
#31 Cc1onc(-c2ccccc2Cl)c1C(=O)Nc1ccccc1C(=O)NC(C)C
→ i | i | i | -3.8 | i | i | -4.0 | i | i | -2.3 | -0.8
#32 Cc1cccc(NS(=O)(=O)c2ccc(-c3cnc(C4CC4)o3)cc2)c1
→ i | i | i | · | i | i | -5.2 | i | i | -1.6 | 5.2
#33 COc1cccc(/C=C/c2onc(C)c2S(=O)(=O)N2CCC(C(=O)NC3CCCCCC3)CC2)c1
→ i | i | i | 2.8 | i | i | -7.6 | i | i | 1.1 | 3.3
#34 COC(=O)c1ccc(N2C(=O)CC(N3CCN(c4ccccc4)CC3)C2=O)cc1 (configuration not stated)
→ i | i | i | -4.3 | i | i | -5.7 | i | i | 1.5 | 1.0
#35 Cc1cc(C)n2nc(SCCCC(=O)c3ccccc3)nc2n1
→ i | i | i | -0.7 | i | i | -12.5 | i | i | -0.4 | 16.3
#36 Cc1ccc(S(=O)(=O)Cc2ccc([N+](=O)[O-])cc2)cc1
→ i | i | i | 2.9 | i | i | -6.1 | i | i | -2.9 | 0.4
#37 COc1cccc(CN2CCN(C(=O)CCc3nnc(C4CCCCC4)o3)CC2=O)c1
→ i | i | i | -3.6 | i | i | -4.8 | i | i | 2.3 | 1.0
#38 CN(Cc1nccs1)C(=O)C1CCC(=O)N(CCc2cccc(F)c2)C1 (configuration not stated)
→ i | i | i | 0.9 | i | i | -6.3 | i | i | 2.3 | -1.8
#39 O=C(Nc1ccccc1NC(=O)c1ccco1)c1ccccc1
→ i | i | i | 9.9 | i | i | -6.5 | i | i | -2.1 | 1.3
#40 COc1ccc(NC2c3ccccc3C(=O)N2Cc2ccccc2Cl)cc1OC (configuration not stated)
→ i | i | i | 3.1 | i | i | -10.7 | i | i | -2.4 | 4.7
#41 O=C(CCSCc1ccccc1F)NCc1cccs1
→ i | i | i | -2.5 | i | i | -2.3 | i | i | 6.9 | -0.1
#42 Cc1ccc(S(=O)(=O)Nc2ccc3c(c2)OCCO3)cc1
→ i | i | i | -2.5 | i | i | -2.1 | i | i | · | -1.8
#43 O=C1/C(=C/c2ccc3c(c2)OCO3)Oc2cc(OCC(=O)N3CCC[C@H]3C(=O)O)ccc21
→ i | i | i | 70.7* | i | i | -7.0 | i | i | 58.9* | 0.6
#44 O=C(O)/C=C/c1cn(-c2ccccc2)nc1-c1cccs1
→ i | i | i | -0.4 | i | i | -10.4 | i | i | -0.9 | -3.4
#45 O=C(NC12CC3CC(CC(C3)C1)C2)c1cc([N+](=O)[O-])ccc1N1CCOCC1
→ i | 7* | i | -4.0 | i | i | -12.3 | i | i | -1.1 | 2.5
#46 COc1nc(N(CC(N)=O)S(=O)(=O)c2ccccc2)nc(C)c1Cl
→ i | i | i | 2.1 | i | i | -9.6 | i | i | 0.8 | -1.3
#47 Cc1c(Cl)c([N+](=O)[O-])nn1CCCC(=O)N(Cc1ccccc1)Cc1ccccc1
→ i | i | i | 2.5 | i | i | -11.3 | i | i | -2.5 | -3.0
#48 O=C1CSC(=S)N1c1cccc(Cl)c1
→ i | i | i | 1.8 | i | i | 1.3 | i | i | -0.9 | 1.7
#49 CCCCN(C)C1=Nc2cccc3cccc1c23
→ i | i | i | -4.7 | i | i | -14.7 | i | i | 3.4 | 8.9
#50 CCN1CCN(C(=O)CCc2nnc(CCc3ccccc3OC)o2)[C@@H](C)C1=O
→ i | i | i | -5.4 | i | i | -8.0 | i | i | -4.6 | 3.6
#51 Brc1cccc(OCCCCn2cncn2)c1
→ i | i | i | 0.2 | i | i | 0.1 | i | i | -2.4 | 1.0
#52 Cc1ccc(OCC(O)CN2CCN(Cc3ccc4c(c3)OCO4)CC2)cc1C (configuration not stated)
→ i | i | i | -2.3 | i | i | -5.8 | i | i | -0.4 | 5.0
#53 COc1ccccc1-c1cc(C(=O)NC2CCN(C)CC2)c2ccc(Cl)c(C)c2n1
→ i | i | i | 0.3 | i | i | -16.9 | i | i | 0.0 | 3.4

Screening results from PubChem.

Not all compounds are listed (hit frequency here may not be typical).
